mHTT CaM bind = inhibitors of human mutant huntingtin-calmodulin interaction | P42858 | AlphaScreen His-mHTT/GST-CaM binding, luminescence | inhibition, % at 15 µM | 3.6% of 190,000 active;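 note: 0% = both proteins with DMSO and 100% = one protein alone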
Pf apPOL block = Pf-apPOL DNA polymerase inhibition | 0.25% of 210,000 active | Recombinant Pf-apPOL, molecular beacon fluorescence, 1.5 h | inhibition, % at 10 µM
Numbers without * were called inactive; x = no result given; & = joins results of further samples. Cut-off read from the data, not from the text of the source: active = inhibition above about 50%; inactive = the rest.

SMILES	mHTT CaM bind	Pf apPOL block
CCN(CC)C(=O)/C(=C\c1ccc2c(c1)OCO2)NC(=O)c1ccccc1OC	5.0	2.9
CCCCN(CC)C(=O)c1c(OC)cccc1OC	-0.4	-2.4
COc1ccc(NC(=O)c2ccco2)cc1N1CCCC1=O	-7.5	1.9
Cc1ccc2nc(-c3ccc(Cl)cc3)cn2c1	7.6	-13.7
COc1cc(C=C2Oc3c4c(cc(C)c3C2=O)OCN(C(C)C)C4)cc(OC)c1OC	-6.5	-28.2
O=C1CCC(=O)N1CCC1=CCCCC1	-3.3	-2.7
COc1ccc2c(c1)OC(c1ccc(F)cc1)C1=C2Nc2ncnn2C1c1ccc(F)cc1 (centres undefined)	15.0	-6.5
COc1ncccc1CN(C)C(=O)c1n[nH]c2ccccc12	-0.2	-0.8
CC(C)(C)NCC(O)COCC12CC3CC(CC(C3)C1)C2 (centres undefined)	4.5	0.2
COc1ccc(C=CC(=O)NCCN2CCn3cc(OC)c(=O)cc3C2=O)cc1OC	-2.5	1.6
Cn1nccc1C(=O)N1CCC(Oc2cc(N3CCCC3)ncn2)C1 (centres undefined)	-0.1	-1.9
Cc1cccc(NC(=O)CC2SC(=N)NC2=O)c1C (centres undefined)	2.0	-3.8
CN(C)C(=O)C(CCN1CCC(O)(c2ccc(Cl)cc2)CC1)(c1ccccc1)c1ccccc1	x	-9.0
Clc1cc(Cl)cc(N=CNc2cc(Cl)cc(Cl)c2)c1	x	-7.9
COc1cccc(C(=O)N2CCC(c3cnn(-c4ccc(F)cc4)c3)CC2)c1OC	19.5	1.3
COc1cccc(OC)c1C(=O)Nc1ccc(Cl)c(Cl)c1	7.0&12.0	2.4&-29.8
COc1ccc(S(=O)(=O)N2CC3CN(C(=O)c4cccc(F)c4)CC(C2)O3)cc1	3.5	1.1
CC(C)(C)NC(=O)N1CCC(c2cc(N)on2)CC1	5.6	-0.4
CC(C)c1cc(C(=O)N2CCCCC2)nc2ccnn12	-8.6	0.9
COc1ccc(C(=O)Nc2cc(OC)cc3cccnc23)cc1	-9.3	3.7
Cn1c(=O)c2c(nc(SCC(=O)N3CCOCC3)n2Cc2ccccc2Cl)n(C)c1=O	0.0&-2.1	0.5&7.4
O=C1c2ccccc2NC(c2cccc(F)c2)N1Cc1ccccc1 (centres undefined)	-27.0	-2.5
CC(=O)c1ccc(NC(=O)c2cnn3c(C(F)(F)F)cc(-c4ccc(C)cc4)nc23)cc1	-2.0	1.0
CC(C)c1ccc(/C=C2/N=C(c3ccc(F)cc3)OC2=O)cc1	5.0	-5.1
CC(C)c1ccc(N2CCN(C(=O)c3cccc(F)c3)C(C)C2=O)cc1 (centres undefined)	10.1	-3.0
NC(=O)NCCCC(=O)O	x	-2.9
CCN(CC)C(=O)c1cc2c(s1)CCC(C(=O)NCc1cccnc1)C2 (centres undefined)	3.7	-4.1
COc1ccc(C(=O)N2CC3CC(NC(=O)c4cccs4)C2C3)cc1F (centres undefined)	0.7	-6.9
O=C(Nc1cccc2nsnc12)c1ccccc1Br	-25.0	-11.3
N#CC1=C(N)OC2=C(C(=O)CCC2)C1c1ccc(F)c(F)c1 (centres undefined)	-0.6	-4.2
COc1ccc(C2C(C#N)=C(N)OC3=C2C(=O)CC(C)(C)C3)cc1Br (centres undefined)	16.5	-18.2
c1cc(CN2CCCCCC2)cs1	4.5	-5.3
COc1ccc(N=C2NC(=O)C(CC(=O)Nc3ccc(OC)cc3)S2)cc1 (centres undefined)	8.0	5.1
CN1C(=O)NC2(CCN(C(=O)C3c4ccccc4Oc4ccccc43)CC2)C1=O	-2.2	0.8
O=C1c2ccccc2-c2onc3c(Cl)ccc1c23	13.0	-4.4
COc1ccc(-c2c(C)oc3c(CN4CCCCC4C)c(O)ccc3c2=O)cc1OC (centres undefined)	6.3	1.9
Cc1c(Cl)cccc1NC(=O)c1cc(S(=O)(=O)NCCc2ccccc2)ccc1F	1.0	-3.9
CCC(=O)N1CCN(c2nc3c(s2)CC(C(=O)NCc2ccc(C)cc2)CC3)CC1 (centres undefined)	14.1	-2.6
Cc1ccc(C(=O)c2ccc(Cl)cc2)cc1[N+](=O)[O-]	-2.1	1.9
Cc1ccc(-n2c(SCC(N)=O)nc3c(sc4ccccc43)c2=O)cc1	18.0	-2.3
CCC1CN2C=NC(N3CCN(S(=O)(=O)Cc4cccc(F)c4)CC3)=CC2=N1 (centres undefined)	3.4	-3.5
Cn1c(SCC(=O)N2CCc3ccccc32)nnc1-c1ccc(=O)n(C)c1	-2.4	5.4
O=S(=O)(Cc1ccc(Cl)cc1)C1CCCCC1O (centres undefined)	x	-12.9
COc1ccccc1NC(=O)c1c(NC(=O)Cc2ccccc2)sc2c1CCC2	-1.7	-4.2
CCOc1ccc(C(=O)NCCn2c(C)cc3ccccc32)cc1OCC	6.0	-4.8
CCCc1nc(N)c(C#N)c(-c2ccc([N+](=O)[O-])cc2)c1CC	7.0&6.2	-1.0&-6.3
COc1ccc(NCCNC(=O)c2ccc(Cl)cc2)c([N+](=O)[O-])c1	14.9	-0.4
CCc1ccc(S(=O)(=O)N(CC)CC)cc1	-17.1	8.6
CONC(=O)Cc1csc(Nc2nc(C)cc(C)n2)n1	-2.0	-6.4
O=C(CSc1nc(-c2ccccc2)cc(=O)[nH]1)Nc1ccccc1	-7.0	5.5
O=C1C(=O)N(CCO)C(c2ccc(F)cc2)C1=C(O)c1ccccc1 (centres undefined)	2.3	2.6
Cn1c(=O)c(-c2nc(-c3ccccc3F)no2)c(O)c2cc(F)ccc21	3.6	0.0
CCC(O)C12CC3CC(CC(C3)C1)C2 (centres undefined)	-5.0	-2.8
CCCCNC(=O)CN1C(=O)C(CC)Oc2ccc(Cl)cc21 (centres undefined)	-12.0	-13.9
CCOC(=O)C(=C(C)Nc1ccc(F)cc1)C1CC(=O)N(c2ccccc2)C1=O (centres undefined)	x	-8.0
Cc1cc(C)cc(OCC(=O)N2CCCCC2CCN2CCOCC2)c1 (centres undefined)	-2.4	-9.7
CC(C)CCNC(=O)c1cc(-c2cccnc2)nc2ccccc12	6.0	-7.2
CCOc1ccc(C(=O)Nc2ccc(NC(=O)c3ccco3)c(OC)c2)cc1	3.3	-7.0
CC(C)(C)NC(=O)N1CCC(CNC(=O)C2(c3ccccc3)CCOCC2)CC1	-16.2	-4.6
CN(CCOC(=O)c1cc2ccccc2oc1=O)c1ccc(C(F)(F)F)cc1[N+](=O)[O-]	x	1.4

Part of the list above, set out differently.
> CONC(=O)Cc1csc(Nc2nc(C)cc(C)n2)n1
  mHTT CaM bind = -2.0; Pf apPOL block = -6.4

> O=C1C(=O)N(CCO)C(c2ccc(F)cc2)C1=C(O)c1ccccc1 (centres undefined)
  mHTT CaM bind = 2.3; Pf apPOL block = 2.6

> O=C(CSc1nc(-c2ccccc2)cc(=O)[nH]1)Nc1ccccc1
  mHTT CaM bind = -7.0; Pf apPOL block = 5.5

Additional entries follow:
SMILES	mHTT CaM bind	Pf apPOL block
O=S(=O)(Nc1ncccn1)c1ccc(C(F)(F)F)cc1Cl	x	-11.9
N#C/C(=C\c1cccc([N+](=O)[O-])c1)c1nn(-c2ccccc2)c(N)c1C#N	17.4	-1.5
CCNC(=O)N1CCCC(c2cccc(C(=O)N3CCN(CC)CC3)c2)C1 (centres undefined)	11.1	-7.8
O=C(O)C1Sc2c(sc(=O)n2-c2ccccc2)C2c3ccccc3OC(=O)C12 (centres undefined)	25.0	-10.5
O=C(Nc1ccon1)C12CC3CC(C1)CC(n1cnc([N+](=O)[O-])n1)(C3)C2	-3.0	-4.5
C=CCOc1ccc2c(c1)C(=NO)c1cc(OCC=C)ccc1-2	39.0	1.1
CC(=O)COc1ccc2c(c1)OC(=Cc1ccc(Cl)cc1Cl)C2=O	7.2	0.4
O=C(C1CC1)N1CCN(c2nc(CN3CCCCCC3)cs2)CC1	27.2	17.7
Cc1ccc(-c2[nH]ncc2CN2CCCC2c2cc(C)on2)cc1 (centres undefined)	4.4	1.3
COc1ccc(CCN2CC(C(=O)NCc3ccccc3Cl)CC2=O)cc1OC (centres undefined)	0.3	-3.4
Cc1cc(O)c(CN2CCOCC2)c2c1C(=O)C(=Cc1ccco1)O2	11.3	-3.0
N#CCn1cnc2c(-c3cccc(Cl)c3)csc2c1=O	-10.0	-0.1
O=c1[nH]c2cc3[nH]c(=O)c(=O)c3cc2c1=O	9.1	-4.4
Cn1nc(-c2nc(-c3ccccc3F)no2)c2c1CCN(C(=O)c1cc(F)ccc1F)C2	-0.8	-3.1
O=C(Nc1cccc(F)c1)C1CC(=O)N(CCc2c[nH]c3ccc(Cl)cc23)C1 (centres undefined)	66.0*	1.5
COc1ccc(CNC(=O)c2csc(-c3ccc(C)n3C)n2)cc1	26.9	-1.4
FC(F)(F)c1cc(-c2cccs2)nc(-n2cc(Cl)cn2)n1	-3.0	0.1
CCc1nncn1C1CCN(C(=O)c2ccc3ccccc3n2)C1 (centres undefined)	3.0	-1.7
CN1CCCN(Cc2ccc(Br)cc2)CC1	0.1	74.7*
O=C(Nc1ccccc1)C1CCN(c2nnc3c(Cl)cccn23)CC1	-1.4	-0.4
COc1ccc(Cl)cc1NC(=O)c1ccc(C(C)C)cc1	-41.1	-4.5
COc1ccc(OC)c(NC(=O)CSc2nc3nc(C)cc(C)n3n2)c1	13.0	-8.5
O=C1C(Nc2ccc(Br)cc2)=C(N2CCCCC2)C(=O)c2ccccc21	95.4*	10.8
Cn1cc(CC(=O)Nc2ccc3cn[nH]c3c2)c2ccccc21	11.6	3.0
C=CCn1c(=O)c(C(=O)Nc2ncccc2C)c(O)c2ccccc21	98.0*	3.6
CCCCCSc1nnc(-c2cc(Br)ccc2N)c(=O)[nH]1	-2.0	0.4
CC(C)CC1NC(=S)N(C)C1=O (centres undefined)	-5.0	x
COc1ccc(N2CCN(CC(O)COc3ccc(Cl)c(C)c3)CC2)cc1 (centres undefined)	82.7*	-1.4
CC(=O)CC1c2cc(F)ccc2C=C(c2ccsc2)N1c1ccc(-c2cccnc2)cc1 (centres undefined)	9.1	4.5
O=[N+]([O-])c1cc2c(c([N+](=O)[O-])c1)C=Cc1cc(Cl)ccc1O2	34.6	x

Whole records from above. Order of values: mHTT CaM bind, Pf apPOL block
CCCCCSc1nnc(-c2cc(Br)ccc2N)c(=O)[nH]1 is entered as -2.0, 0.4
COc1ccc(CNC(=O)c2csc(-c3ccc(C)n3C)n2)cc1 is entered as 26.9, -1.4
FC(F)(F)c1cc(-c2cccs2)nc(-n2cc(Cl)cn2)n1 is entered as -3.0, 0.1
Cn1cc(CC(=O)Nc2ccc3cn[nH]c3c2)c2ccccc21 is entered as 11.6, 3.0

Additional compounds:
SMILES	mHTT CaM bind	Pf apPOL block
O=C(CNC1=NCCC1)c1ccc(Br)cc1	0.0	0.8
O=C(Nc1nnc(-c2ccc(Cl)cc2Cl)s1)c1ccccc1C(F)(F)F	-12.7	5.3
Cc1cccc(CNC(=O)c2cc(NC(=O)C(C)C)cc3nc(C)ccc23)c1	20.6	-1.4
COc1ccc(CC(=O)Nc2ccccc2OC)cc1	-4.0	-0.8
COc1cccc(-c2oncc2CN2CCN(C(C)=O)CC2)c1	-0.3	-1.4
Nc1cc(C2CCN(S(=O)(=O)c3ccc(F)c(Cl)c3)CC2)no1	4.4	-1.5
O=C(NC1CCS(=O)(=O)C1)c1cc(-c2ccc(Cl)cc2)oc1C(F)(F)F (centres undefined)	x	5.0
CCc1ccc(N2CC(C(=O)NCc3ccccc3F)CC2=O)cc1 (centres undefined)	-1.3	-7.0
CCCC12CN3CC(CCC)(CN(C1)C3c1ccc(Cl)cc1)C2=O (centres undefined)	-5.0	-12.0
Cc1ccc(N2C(=O)NC3CC2(C)Oc2ccc(Cl)cc23)cc1Cl (centres undefined)	27.0	19.4
O=[N+]([O-])c1ccc(SCCO)c2ncccc12	6.0	-0.5
COc1cc(/C=C2/SC(=Nc3cc(C)cc(C)c3)NC2=O)c([N+](=O)[O-])cc1OC	9.0	1.6
CC(C)CC[n+]1ccccc1/C=C/c1ccc(N(C)C)cc1	6.0	0.3
NC(=O)C1CCN(C(=O)c2nnn3c2COC(c2ccc(F)cc2)C3)CC1 (centres undefined)	0.2	-1.7
O=C(CSc1ccc(F)cc1)N1CCC(COCc2ccccc2)CC1	34.0	-8.1
COc1ccccc1NC(=O)CN1CCC(c2nc(-c3cccs3)no2)CC1	12.1	-5.8
O=C(CSc1nccs1)N1CCN(c2ccccc2)CC1	x	-7.7
Fc1ccc(C2=CC(c3ccccc3Cl)n3ncnc3N2)cc1 (centres undefined)	2.0	8.2
CSc1ccc(C2SCC(=O)N2c2ccccc2F)cc1 (centres undefined)	-4.0	-2.1
COc1cccc(C(=O)NCCC2CCN(C(=O)c3ccc(F)cc3)CC2)c1	-5.0	-5.7
COc1ccc(OC)c(/C=C2/C(=O)N(c3cccc(Cl)c3)N=C2C)c1	6.0	-3.0
CCc1c(C(=O)NCC2CCCO2)c(C)nn1-c1ccccc1 (centres undefined)	8.6	-6.5
COc1cc(OC)c(OC)cc1C=C1Oc2cc(OC(=O)C(C)(C)C)ccc2C1=O	-11.0	-22.4
Cc1nn(-c2ccccc2)c2sc(C(=O)Nc3ccccc3Cl)cc12	-21.0	-1.5
CCc1ccc(S(=O)(=O)N=C2C=C(Nc3ccc(O)cc3)C(=O)c3ccccc32)cc1	72.0*	-8.7
CC(=O)C(=NOCc1c(C)c(C)c(C)c(C)c1C)c1ccc2c(c1)OCO2	x	-5.9&5.2
O=C(NCCc1ccc(Cl)cc1)C1CCCN(S(=O)(=O)N2CCCCCC2)C1 (centres undefined)	1.0	-6.4
COCCCNC(=O)N1CCN(Cc2nc3cccnc3n2-c2ccc(C)cc2)CC1	-7.4	-0.4
O=C1CCN(CCc2ccccc2)CCN1CCO	-0.4	1.8
O=C(CCC1CCCN(c2cc(NC3CC3)ncn2)C1)NCc1cccc(F)c1 (centres undefined)	2.5	-1.3
Cn1cc2c3c(cccc31)CN(C(=O)c1ccc(C#N)cc1)CC2	5.2	1.1

Screening data from PubChem.
